Screening results from PubChem BioAssay.
LYP phosphatase = PTPN22 lymphoid phosphatase activity blockers – biochemical, fluorescence intensity, uHTS (AID 1779) | recombinant LYP phosphatase, fluorescence intensity; higher % means a stronger effect | one-dose inhibition, % at 11.5 µM; IC50 in µM for titrated hits | actives 0.054% (n = 290,000);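 also: plate controls were vehicle with enzyme for no effect and no enzyme for full effect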
NOD2 inhibition = inhibition of NOD2-driven NF-kB reporter – cell-based, luminescence, uHTS, HEK293 (AID 1566); actives 0.63% (n = 290,000); inhibition, % at 4 µM; hits with a dose series show EC50 in µM; HEK293 NOD2/NF-kB luciferase reporter, luminescence; higher % means a stronger effect; also: many of its hits are not listed in these tables
Siah-1 displacement = blockers of Siah-1 interaction with plectin peptide – biochemical, fluorescence polarization, rhodamine-plectin, uHTS, primary screen (AID 1817); Siah-1 / rhodamine-plectin peptide fluorescence polarization; higher % means a stronger effect; one-dose displacement, % at 20 µM; IC50 in µM for titrated hits; actives 0.02% (n = 290,000);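 active = displacement of at least 50% at 20 µM, with a fluorescence ratio check between 0.3 and a set limit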;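 also: plate controls were Siah plus tracer with DMSO for no effect and tracer alone without Siah for full effect; strong numbers were not always called active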
AID2073 = disruptors of CaV2.2 binding to Mint1 – biochemical, HTRF (AID 2073). inhibition, % at 20 µM, or IC50 in µM where a hit was titrated. actives 0.19% (n = 290,000). HTRF protein-protein interaction, Mint1-CaV2.2; higher % means a stronger effect; in the data active = inhibition mostly above about 51%, no sharp cut-off; inconclusive = no clear call, values can overlap the other calls; inactive = mostly below about 53%; also: some results filed as inactive read as strong as hits
Hep lipid drop = modulators of hepatic lipid droplet formation; AML12 mouse hepatocytes, oleate lipid droplets, BODIPY imaging; AID 1656; actives 0.4% (n = 240,000); inhibition, % at 6.5 µM;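 active = lipid droplet intensity inhibited by at least 50%, with more than 500 cells counted; inconclusive = wells with under 300 cells, treated as cytotoxic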
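Assay system: AML12 hepatocytes (mouse) / Also added: 100 µM oleic acid challenge / Times: overnight treatment with compound plus oleate / Detection: high-content imaging of BODIPY-stained droplets and DAPI nuclei / Evaluation: % inhibition of lipid droplet signal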
XIAP displacement = small molecules displacing peptide from XIAP – biochemical, IAP family, fluorescence polarization (AID 1018) | XIAP BIR domain, fluorescence polarization peptide displacement; higher % means a stronger effect | one-dose displacement, % at 20 µM; IC50 in µM for titrated hits | actives 0.007% (n = 200,000); in the data active = displacement above about 50%; also: a part of the inactive calls stands beside numbers as strong as those of hits
Dengue-2 NS5 capping = flavivirus cap methylation enzyme inhibition – biochemical, confirmation dose response, primary screen (AID 588689). inhibition, % at 25 µM; hits with a dose series show IC50 in µM. actives 0.3% (n = 340,000). Dengue-2 NS5 methyltransferase capping enzyme assay, biochemical; higher % means a stronger effect; in the data active = a potency from the dose series; inconclusive = inhibition above about 29% without an active follow-up result
HIV fusion peptide = cell-free HIV fusion peptide-binding blockers – biochemical, uHTS, fluorescence dequenching, primary screen (AID 1986) | cell-free peptide binding, fluorescence dequenching, 30 min; higher % means a stronger effect | actives 0.3% (n = 290,000) | one-dose inhibition, % at 20 µM; IC50 in µM for titrated hits; in the data active = inhibition mostly above about 52%, no sharp cut-off; inactive = mostly below about 76%; also: some results filed as inactive read as strong as hits
Myeloid diff MLP = myeloid differentiation induction. calls only at 10 µM. ER-HoxA9 myeloid progenitors, lysozyme-GFP differentiation, flow cytometry. actives 1% (n = 360,000);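 active = normalized GFP-positive differentiation at or above the plate's own cutoff, the solvent-only control mean plus 3 SD; inconclusive = no clear call, values can overlap the other calls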;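 also: cells exposed to compound for four days before flow analysis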
Hep lipid drop cells 6.5 µM = second read-out of Hep lipid drop, no call of its own (marks repeat the call); cell count; measured here: cell count, cytotoxicity flag;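 cells counted across two imaged fields per well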
Dengue-2 NS5 capping pilot replicate = also measured in Dengue-2 NS5 capping; calls as there; inhibition, %; measured here: pilot screen replicate inhibition
Myeloid diff MLP GFP+ MAC1+ % = further read-out of Myeloid diff MLP, marked with its call; GFP+ MAC1+ double positive, %; measured here: differentiation confirmed by MAC1 staining
Starred values were filed as active, the others as inactive; i = inactive; ? = inconclusive; · = not tested or not shown; + = active, no number. Rule as the data show it, unless noted: active = inhibition above about 50%; inactive = the rest.

SMILES | LYP phosphatase | NOD2 inhibition | Siah-1 displacement | AID2073 | Hep lipid drop | Hep lipid drop cells 6.5 µM | XIAP displacement | Dengue-2 NS5 capping | HIV fusion peptide | Myeloid diff MLP | Myeloid diff MLP GFP+ MAC1+ % | others
CCOC(=O)N/N=C(C)/C=C/c1ccco1 | -10% | 19% | 0% | -10% | 9 | 695 | -5.2% | 9% | 9.5% | i | 0.1
Cc1ccc(NP(=O)(c2ccc(N(C)C)cc2NC(=O)c2cccs2)N2CCOCC2)cc1 (centres undefined) | -1% | 6% | 4% | 14% | 3 | 664 | -3.4% | -1% | 1.8% | i | 0.7
O=C1CCCN1CCCNC(=S)Nc1ccc(Br)cc1Cl | -8% | 5% | 8% | -10% | -4 | 712 | -2.8% | -8% | 1.3% | i | 0.3
CCc1ccc(-c2nc(CN3CCCC(C(=O)O)C3)c(C)o2)cc1 (centres undefined) | -8% | 15% | 0% | -4% | · | · | -1.3% | 6% | -0.3% | i | 1.7
C/C(=N/NC(=O)C1CCCN1C(=O)c1ccc([N+](=O)[O-])cc1)c1ccc(Br)cc1 (centres undefined) | -7% | 10% | -4% | -2% | -2 | 873 | · | -6% | -1.1% | i | 2.1
CC(C)OCCCNC(=O)C(NC(=O)c1ccc(Cl)cc1)C(C)C (centres undefined) | -9% | 10% | -4% | -2% | 9 | 706 | -3.8% | -1% | -2.7% | i | 0.4
COc1ccc(C2/C(=C(/O)c3ccc(C)cc3)C(=O)C(=O)N2c2ccccn2)cc1 (centres undefined) | 0% | -10% | -1% | 8% | 6 | 809 | · | -3% | 0.4% | i | 0.8
O=C(c1cccc(Br)c1)N1CCN(S(=O)(=O)N2CCCCC2)CC1 | -12% | 18% | 15% | 8% | 4 | 660 | · | -3% | -0.1% | i | 0.7
COc1ccc(NC(=O)Nc2ccc(F)cc2)c(C)c1 | -10% | 8% | -2% | -2% | -4 | 677 | -5.5% | -4% | -0.1% | i | 0.3
CCC1(C)Cc2c(sc3nc(SC)nc(NCCN(C)C)c23)CO1 (centres undefined) | -4% | -13% | 2% | -5% | -9 | 662 | 1.7% | -3% | -1.1% | i | 1.4
COC(=O)Cc1ccc(NC(=S)NCCSc2ccc(Cl)cc2)cc1 | -4% | 22% | -3% | 1% | -8 | 663 | · | -3% | 0.8% | i | 0.8
Cc1nn(C)c(C)c1CNC(=O)/C=C/c1ccccc1F | -4% | 19% | 4% | -7% | -2 | 747 | -3.6% | -1% | 1.3% | i | 0.6
CCN(CC)S(=O)(=O)c1cc(NS(=O)(=O)c2cccc(C(=O)O)c2)ccc1C | 2% | 0% | 1% | 20% | 9 | 618 | -5.7% | -5% | 1.4% | i | 0.2
CCOC(=O)Nc1ccc(NC(=O)c2c(OC)cccc2OC)cc1 | -4% | 11% | 4% | 9% | -18 | 709 | -5.6% | 1% | -2.6% | i | 1.2
Cc1ccccc1-n1c(-c2ccc3ccccc3n2)n[nH]c1=S | 0% | 4% | 10% | -11% | -5 | 676 | · | -2% | -1.1% | i | 1.3
CC1(C)CC(NC(=O)C(=O)NCCc2ccc(Cl)cc2)CC(C)(C)N1 | -3% | 7% | -9% | 21% | 2 | 722 | -10% | -8% | -1.1% | i | 0.3
CCOC(=O)/C(=C/c1ccccc1)NC(=O)c1ccco1 | -3% | 6% | -4% | 7% | -6 | 603 | -3.9% | -4% | -0.5% | i | 1.0
Cc1cc(C=C2C(=O)c3ccccc3C2=O)c(C)n1-c1ccc(C(=O)O)cc1 | -3% | 3% | -5% | 7% | -2 | 680 | -4.0% | · | 18% | i | 0.2
CSc1cnc2c(=O)[nH]c(=O)n(C)c2n1 | -2% | 7% | 6% | -2% | -1 | 722 | -1.5% | -9% | 1.7% | i | 0.2
O=C(Nc1ccccc1)C(c1ccccc1)C1CCCC1 (centres undefined) | 0% | -16% | 9% | 12% | 0 | 539 | -0.3% | 1% | 0.5% | i | 0.2
O=C(CCc1ccc(S(=O)(=O)N2CCCCC2)cc1)c1nnc(-c2ccccc2)o1 | 0% | -28% | -1% | 11% | · | · | -7.0% | -2% | 11% | i | 0.8
CC1NC(C)(C)Cc2c1ccc1ccccc21 (centres undefined) | -7% | 5% | 0% | ? | -7 | 689 | -3.1% | 0% | -0.1% | i | 0.4
CC(=O)N1CCCc2cc(S(=O)(=O)N3CCCC(C(=O)Nc4cccc(C)c4)C3)ccc21 (centres undefined) | -6% | 41% | -1% | 6% | -15 | 712 | · | -11% | -1.4% | i | 0.6
CC(=O)c1ccc(-c2cc([C@H]3[C@H]4C=CC[C@@H](C)[C@@H]4C(=O)N3Cc3ccccc3)ccc2F)cc1 | 2% | -2% | 11% | 0% | -2 | 755 | · | -4% | 0.2% | i | 0.3
Cc1cccc(NC(=O)C2CC(=O)n3cnnc3S2)c1 (centres undefined) | -4% | 9% | 3% | -6% | -3 | 794 | -4.8% | -18% | -1.3% | i | 0.9
O=C(CSCc1ccc(Cl)cc1)N/N=C/c1ccc(Cl)cc1Cl | 6% | 6% | 1% | 18% | · | · | -22% | 2% | 20% | i | 0.9
CCOc1ccccc1C(=O)N(CN1CCCC1=O)c1cccc(Cl)c1 | -5% | 8% | 2% | 13% | · | · | -4.9% | -4% | 2.9% | i | 0.8 | Dengue-2 NS5 capping pilot replicate=3.5
Cc1ccc(OCC(=O)NCc2ccccn2)cc1 | -3% | 4% | 0% | -2% | · | · | -2.1% | 4% | 12% | i | 0.9
O=C(Nc1ccc(Br)cc1)c1cccc(S(=O)(=O)Nc2cnc3ccccc3c2)c1 | -8% | 41% | 10% | 8% | 0 | 583 | -6.7% | -4% | 41% | i | 0.6
COCCNC(=O)c1sc2nc(-c3ccccc3)cn2c1C | -5% | -20% | 1% | -12% | · | · | 0.0% | 3% | -2.2% | i | 0.5
COc1ccc(-n2cc(C(=O)O)c(=O)cc2C)cc1 | 2% | 8% | 2% | -4% | -4 | 705 | -11% | -1% | -0.7% | i | 0.6
NC(=O)c1ccc(C(F)(F)F)n(Cc2ccc(F)c(F)c2)c1=O | 0% | 20% | 1% | 8% | 3 | 703 | -5.1% | 2% | -1.9% | i | 0.2
CCCS(=O)(=O)N1CCC(C(=O)NCCc2ccc(OC)c(OC)c2)CC1 | -1% | -1% | -1% | -1% | -8 | 645 | -3.0% | 5% | -0.6% | i | 1.1
O=C(CSc1ccsc1[N+](=O)[O-])N1CCCCCC1 | -4% | 5% | 13% | 30% | -12 | 732 | -3.1% | -13% | 5.7% | i | 0.7
CN(C)/C=C1\C(=O)N(c2ccc(Oc3ccccc3)cc2)CS1=O (centres undefined) | -6% | -6% | 4% | -13% | · | · | -0.5% | -9% | -1.5% | i | 0.7 | Dengue-2 NS5 capping pilot replicate=4.4
CSc1ccc(CNC(=O)c2ccc(NC(=O)C3=CSCCO3)cc2)cc1 | -15% | 12% | -5% | 40% | -25 | 695 | · | 3% | 4.9% | ? | ·
Cc1cc(NC(=O)CCC(=O)N(CC(=O)NC2CCCC2)c2ccc(C)c(F)c2)no1 | -3% | -6% | 0% | 4% | -1 | 742 | · | 3% | 1.9% | ? | ·
CC(=O)N1CCC(C(=O)OCc2ccccc2F)(c2ccccc2)CC1 | -7% | -6% | 2% | 5% | 3 | 759 | · | 0% | -0.5% | i | 2.0
CC1CN(Cc2ccc(C#N)cc2Cl)CC(C)O1 (centres undefined) | -2% | 14% | 2% | -2% | · | · | -2.8% | -6% | 1.2% | i | 1.5
COc1cc(O)c2c(c1)COC2=O | -8% | 20% | -3% | -9% | 9 | 586 | -1.7% | 5% | -2.4% | i | 0.8
COc1ccc(S(=O)(=O)N2CCC(C(=O)NCCc3ccc4c(c3)OCO4)CC2)cc1 | -2% | -29% | 4% | -3% | · | · | -4.1% | -4% | -1.5% | i | 1.3
COc1cccc(Nc2nnc(SCC(=O)N3CC(=O)Nc4ccccc43)s2)c1 | -3% | 13% | -2% | 4% | -16 | 665 | · | -12% | -0.7% | i | 0.8
O=Cc1ccc(OCc2cccc(C(F)(F)F)c2)cc1O | -2% | 11% | 0% | 15% | 3 | 687 | -0.3% | -8% | 2.2% | i | 0.1
COc1cccc(-c2nnn(CC(=O)O)n2)c1 | 0% | 8% | 4% | 12% | 3 | 687 | -3.6% | -1% | 3.6% | · | ·
Cc1cccc(N2CCN(C(=O)c3ccc4c(c3)NC(=O)C(CSCc3cccc(F)c3)N4)CC2C)c1 (centres undefined) | -1% | 2% | 0% | 15% | -6 | 619 | · | -100% | 18% | + | 3.3*

Ordered by heavy-atom count (falling): part of the list above
SMILES | LYP phosphatase | NOD2 inhibition | Siah-1 displacement | AID2073 | Hep lipid drop | Hep lipid drop cells 6.5 µM | XIAP displacement | Dengue-2 NS5 capping | HIV fusion peptide | Myeloid diff MLP | Myeloid diff MLP GFP+ MAC1+ % | others
Cc1cccc(N2CCN(C(=O)c3ccc4c(c3)NC(=O)C(CSCc3cccc(F)c3)N4)CC2C)c1 (centres undefined) | -1% | 2% | 0% | 15% | -6 | 619 | · | -100% | 18% | + | 3.3*
COc1ccc(S(=O)(=O)N2CCC(C(=O)NCCc3ccc4c(c3)OCO4)CC2)cc1 | -2% | -29% | 4% | -3% | · | · | -4.1% | -4% | -1.5% | i | 1.3
COc1cccc(Nc2nnc(SCC(=O)N3CC(=O)Nc4ccccc43)s2)c1 | -3% | 13% | -2% | 4% | -16 | 665 | · | -12% | -0.7% | i | 0.8
CSc1ccc(CNC(=O)c2ccc(NC(=O)C3=CSCCO3)cc2)cc1 | -15% | 12% | -5% | 40% | -25 | 695 | · | 3% | 4.9% | ? | ·
CC(=O)N1CCC(C(=O)OCc2ccccc2F)(c2ccccc2)CC1 | -7% | -6% | 2% | 5% | 3 | 759 | · | 0% | -0.5% | i | 2.0
NC(=O)c1ccc(C(F)(F)F)n(Cc2ccc(F)c(F)c2)c1=O | 0% | 20% | 1% | 8% | 3 | 703 | -5.1% | 2% | -1.9% | i | 0.2
COc1ccc(-n2cc(C(=O)O)c(=O)cc2C)cc1 | 2% | 8% | 2% | -4% | -4 | 705 | -11% | -1% | -0.7% | i | 0.6
CC1CN(Cc2ccc(C#N)cc2Cl)CC(C)O1 (centres undefined) | -2% | 14% | 2% | -2% | · | · | -2.8% | -6% | 1.2% | i | 1.5
COc1cccc(-c2nnn(CC(=O)O)n2)c1 | 0% | 8% | 4% | 12% | 3 | 687 | -3.6% | -1% | 3.6% | · | ·

These rows are one share of the data; count on the stated rates, not on these rows.
